PfG6PD inh – PfG6PD (Plasmodium falciparum) enzyme inhibition. PfGluPho enzyme, NADPH resazurin-diaphorase fluorescence. inhibition, % at 20 µM. 350,000 compounds, 0.78% hits. AID 504690;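 active = inhibition reaching at least a set limit at 20 µM in the primary screen, cut at about 59% in these data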;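 note: 0% = DMSO wells with substrate and 100% = DMSO wells lacking glucose-6-phosphate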
SENP1 FRET inh – inhibitors of human SENP1 SUMO protease catalytic domain; Q9P0U3; recombinant SENP1 catalytic domain, CyPet-SUMO1-YPet FRET cleavage; inhibition, % at 10 µM; 360,000 compounds, 0.21% hits; AID 624204;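 active = inhibition at least 30% at 10 µM, raw YFP signal under a set limit, fluorescence ratio 0.5 to 1.5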;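 note: 0% = enzyme with DMSO and 100% = no enzyme wells; some results filed as inactive read as strong as hits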
Target sequence (Q9P0U3 419-644 limits assumed): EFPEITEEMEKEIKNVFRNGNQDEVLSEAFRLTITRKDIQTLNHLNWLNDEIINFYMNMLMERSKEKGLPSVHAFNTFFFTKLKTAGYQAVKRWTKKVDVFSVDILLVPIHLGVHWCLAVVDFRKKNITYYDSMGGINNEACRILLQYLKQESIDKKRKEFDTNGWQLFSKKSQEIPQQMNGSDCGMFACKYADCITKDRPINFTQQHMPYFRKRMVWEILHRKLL
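Material: hSENP1 catalytic domain, recombinant; medium: Tris pH 8 with BME, BSA, NP40 and catalase; compound: single concentration of 10 µM compound, 0.5% DMSO final; technique: FRET read of cyan and yellow fluorescence; timing: 50 min enzyme reaction, room temperature, light-protected; reagent: SFCypet-SUMO1-SFYpet substrate at 25 nM; control set: no-enzyme low, enzyme-DMSO high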
hIAP act – increases human intestinal alkaline phosphatase activity | P09923 | purified human IAP, CDP-Star luminescence, 30 min; hits give high values; 1 = vehicle-only enzyme, 0 = enzyme-free background | activation factor at 10 µM | 330,000 compounds, 0.16% hits;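 active = activation factor of the enzyme at least 2-fold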; note: the source names both 10 and 20 µM as test concentration; values of inactives mirror those of a sister screen read the other way
NR3A LBD binder – modulates the human NR3A ligand-binding domain | Tm shift relative to glycine control, % at 25 µM | NR3A LBD differential scanning fluorimetry, Tm shift; 0% = protein alone, 100% = glycine-bound protein | 340,000 compounds, 2.5% hits;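 active = melting temperature shift of at least 10% of the positive control shift, at one fixed dose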
SENP6 block – inhibitors of human SENP6 protease; inhibition, % at 10 µM; AID 2599; 330,000 compounds, 1.8% hits; Recombinant SENP6 catalytic domain, aminoluciferin luminescence;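 active = inhibition above about 50% at the single tested dose, limit read from the data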;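 note: plate controls were DMSO wells with enzyme for no effect and DMSO wells lacking enzyme for full effect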
MPTP block – blocks calcium-induced mitochondrial swelling. isolated mouse mitochondria, Ca2+ swelling absorbance, 30 min. inhibition, % at 10 µM. 360,000 compounds, 1.4% hits. AID 602449;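 active = inhibition of 50% or more, scaled per plate between neutral and stimulator controls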;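 note: 0% = DMSO wells given calcium and 100% = 1 mM EGTA wells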
ATG4B inh – inhibitors of human ATG4B cysteine protease. Q9Y4P1. 340,000 compounds, 0.51% hits. AID 504462. ATG4B cleavage of LC3-PLA2, NBD-HPC fluorescence, 1 h. inhibition, % at 8.33 µM; in the data active = inhibition above about 40%
Target sequence (Q9Y4P1 whole entry, looked up): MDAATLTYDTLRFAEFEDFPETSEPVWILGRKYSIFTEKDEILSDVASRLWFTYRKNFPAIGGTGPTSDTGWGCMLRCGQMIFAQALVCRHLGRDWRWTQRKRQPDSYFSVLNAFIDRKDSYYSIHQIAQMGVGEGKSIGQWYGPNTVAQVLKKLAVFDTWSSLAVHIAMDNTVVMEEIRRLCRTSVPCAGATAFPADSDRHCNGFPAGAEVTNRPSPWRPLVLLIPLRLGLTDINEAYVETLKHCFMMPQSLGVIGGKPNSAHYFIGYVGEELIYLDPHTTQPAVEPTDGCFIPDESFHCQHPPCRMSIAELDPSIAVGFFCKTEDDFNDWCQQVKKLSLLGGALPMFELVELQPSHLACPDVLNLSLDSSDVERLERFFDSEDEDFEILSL
SENP8 block – SENP8 (human) protease inhibition | recombinant SENP8, Nedd8 substrate fluorescence | inhibition, % at 20 µM | 360,000 compounds, 0.64% hits | AID 602440; in the data active = inhibition mostly above about 40%, no sharp cut-off; inactive = mostly below about 27%
Target sequence (Q96LD8 whole entry, looked up): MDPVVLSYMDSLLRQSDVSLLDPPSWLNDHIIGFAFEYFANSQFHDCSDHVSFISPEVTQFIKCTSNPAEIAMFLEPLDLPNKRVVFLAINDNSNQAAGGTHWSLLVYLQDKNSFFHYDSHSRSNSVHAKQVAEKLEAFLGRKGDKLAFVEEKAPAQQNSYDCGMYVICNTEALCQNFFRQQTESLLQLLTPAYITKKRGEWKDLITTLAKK
* hit, by the source's call; · = no result given.

The line under a structure holds: PfG6PD inh, SENP1 FRET inh, hIAP act, NR3A LBD binder, SENP6 block, MPTP block, ATG4B inh, SENP8 block
1	CCC/C(=N/Nc1ccc(Cl)cc1)c1cnnc(-c2ccccc2)n1
→ -14, ·, 1, -1, 3, ·, 1, ·
2	O=C(NC(NCc1cccnc1)C(Cl)(Cl)Cl)c1cccc2ccccc12 (stereo not drawn)
→ 1, 1, 0.97, -3, -10, 0.1, 33, 14
3	N#CCSc1nn(-c2ccc(F)cc2)c(=S)s1
→ 6, -5, 0.96, 1, -6, -0.4, -14, 6
4	COc1cc(C(=S)N2CCOCC2)ccc1OC(=O)/C=C/c1ccco1
→ -9, 0, 1.1, -16, -11, -0.4, 2, 12
5	O=S(=O)(c1cccc(-c2n[nH]c(=S)n2C2CCCC2)c1)N1CCOCC1
→ 35, 3, 0.95, 0, 7, 0.4, -3, -5
6	CC(C)(C)OC(=O)NCC1CCN(S(=O)(=O)Cc2ccccc2)CC1
→ 0, 1, 1.1, -1, -1, 0.5, 0, 7
7	CCOC(=O)c1cccc(NC(=O)CN2C(=O)C3C4C=CC(C4)C3C2=O)c1 (stereo not drawn)
→ -4, -2, 0.84, 2, -17, -3.5, -2, 6
8	O=C(NC(=O)c1ccncc1)NC(c1ccccc1)c1ccccc1
→ -7, 1, 0.88, 1, -9, -0.8, -21, 11
9	Cc1cc(C)n(C(C)CNS(=O)(=O)c2ccccc2)n1 (stereo not drawn)
→ -1, 1, 1.2, 1, 14, -0.9, -5, 3
10	CCC(OC(=O)c1nsc(Cl)c1Cl)C(=O)NC(C)(C)CC (stereo not drawn)
→ -7, -2, 1.1, -1, 0, 0.3, 2, 10

Entries by screen from the entries so far:
NR3A LBD binder, compounds 1 to 10 → -1, -3, 1, -16, 0, -1, 2, 1, 1, -1
PfG6PD inh, compounds 1 to 10 → -14, 1, 6, -9, 35, 0, -4, -7, -1, -7

(cont.)
The line under a structure holds: PfG6PD inh, SENP1 FRET inh, hIAP act, NR3A LBD binder, SENP6 block, MPTP block, ATG4B inh, SENP8 block
11	O=C(CCSc1ccc(Cl)cc1)NCc1ccccn1
→ 10, 1, 0.98, -2, -12, -2.9, -7, -5
12	O=C(N/N=C1\C2CN3CCN(C2)CC1(c1ccccc1)C3)c1ccc(F)cc1
→ 3, 0, 1.1, -2, -12, 0.9, -4, 5
13	C[C@H]1CN([C@@H](C)CO)C(=O)c2cccc(NC(=O)Nc3ccc(C(F)(F)F)cc3)c2O[C@@H]1CN(C)S(=O)(=O)c1ccc(Cl)cc1
→ 30, 1, 1, 23*, -9, 0.9, -12, -38
14	CSCCC(NC(=O)c1ccccc1)C(=O)N1CC(C)OC(C)C1 (stereo not drawn)
→ -6, 2, 0.89, 3, 28, -1.6, -7, 15
15	COc1ccc(C)cc1NC(=O)Nc1ccc(Br)cn1
→ -3, 0, 0.92, 1, -3, 5.2, -2, 10
16	Nn1c(SCC(=O)N2CCCCCC2)nnc1-c1ccco1
→ -3, 2, 1, 1, -12, -0.5, 8, 14
17	OC(CN1CCN(Cc2ccccc2)CC1)c1ccc(Br)cc1 (stereo not drawn)
→ 2, -4, 1.7, -1, -4, -1.7, -7, 15
18	CCN(C(=O)COC(=O)c1cc(-c2ccccc2)nc2c1c(C)nn2-c1ccc(C)cc1)C1CCS(=O)(=O)C1 (stereo not drawn)
→ 24, -15, 0.9, -10, -3, 0.1, -8, -109
19	Cc1ccc2cccc(SCC(=O)Nc3ccc(F)cc3)c2n1
→ 11, 0, 1.1, -3, -12, -0.3, -11, -274
20	Nc1nc(Nc2ccccc2)nc(N2CCCC2)c1[N+](=O)[O-]
→ -7, -1, 0.91, -3, 0, -1.3, -7, 28

Single values from above:
#13 in ATG4B inh → -12
#17 in SENP6 block → -4
#6 in SENP6 block → -1
#2 in NR3A LBD binder → -3

Arranged by value in SENP6 block (largest number first): 3 of the compounds above.
The line under a structure holds: PfG6PD inh, SENP1 FRET inh, hIAP act, NR3A LBD binder, SENP6 block, MPTP block, ATG4B inh, SENP8 block
15	COc1ccc(C)cc1NC(=O)Nc1ccc(Br)cn1
→ -3, 0, 0.92, 1, -3, 5.2, -2, 10
17	OC(CN1CCN(Cc2ccccc2)CC1)c1ccc(Br)cc1 (stereo not drawn)
→ 2, -4, 1.7, -1, -4, -1.7, -7, 15
13	C[C@H]1CN([C@@H](C)CO)C(=O)c2cccc(NC(=O)Nc3ccc(C(F)(F)F)cc3)c2O[C@@H]1CN(C)S(=O)(=O)c1ccc(Cl)cc1
→ 30, 1, 1, 23*, -9, 0.9, -12, -38

(further entries)
The line under a structure holds: PfG6PD inh, SENP1 FRET inh, hIAP act, NR3A LBD binder, SENP6 block, MPTP block, ATG4B inh, SENP8 block
21	O=C(N/N=C/c1ccccc1)c1ccc(N2CCCC2=O)cc1
→ -49, 3, 0.97, -6, -12, -0.4, 9, 3
22	CCCN1C(=O)c2ccc(C(=O)NC3=NCCS3)cc2C1=O
→ -9, 2, 1.2, -1, -16, 1.6, -14, 18
23	Cc1cccc2cc(C#N)c(NCCNC(=O)NC3CCCCC3)nc12
→ -12, -96, 0.88, -1, -6, 4.7, -9, -278
24	COc1ccc(S(=O)(=O)NCc2cccnc2)cc1C(=O)Nc1ccccc1
→ -2, 1, 1.1, 4, 2, -0.3, -8, 24
25	Cc1ccc(S(=O)(=O)N2C[C@@H]3[C@H]4CC[C@H](C4)[C@@H]3[C@@H](C)[C@@H]2c2cn(Cc3ccccc3)c3ccc(F)cc23)cc1
→ 6, 0, ·, -1, ·, 0.7, 1, 9
26	COc1ccc(NC(=O)N2CCCC2C(=O)Nc2ccc(C)c(Cl)c2)cc1 (stereo not drawn)
→ 7, 1, 1.1, 2, -5, 0.7, -16, 8
27	COC(=O)c1ccc(-n2c(CCC(=O)O)ccc2-c2ccccc2)cc1
→ -27, -4, 1, -2, -7, 0.5, 4, 3
28	Cc1cccc(C(=O)NNC(=O)c2n[nH]c(=O)c3ccccc23)c1C
→ -20, -1, 1.7, 0, -26, -1.1, 1, 15
29	OCCC1CN(Cc2nc3ccccc3[nH]2)CCN1C1CCCC1 (stereo not drawn)
→ -1, 0, 1, -2, -11, 0.4, -10, 2
30	Nc1ccn(CCCNCC(c2ccccc2)c2ccccc2)c(=O)n1
→ 3, 1, ·, ·, ·, 0.3, ·, 14

Part of the list above, limited to PfG6PD inh.
entry	smiles	PfG6PD inh
17	OC(CN1CCN(Cc2ccccc2)CC1)c1ccc(Br)cc1 (stereo not drawn)	2
18	CCN(C(=O)COC(=O)c1cc(-c2ccccc2)nc2c1c(C)nn2-c1ccc(C)cc1)C1CCS(=O)(=O)C1 (stereo not drawn)	24

Following part:
The line under a structure holds: PfG6PD inh, SENP1 FRET inh, hIAP act, NR3A LBD binder, SENP6 block, MPTP block, ATG4B inh, SENP8 block
31	Cn1c2ccccc2c2nnc(SCC(=O)Nc3cccc(O)c3)nc21
→ -2, 0, 1, -5, -3, 1.1, -6, 3
32	CC(C)Cc1nnc(NC(=O)CCC(=O)N2CC(C)CC(C)C2)s1 (stereo not drawn)
→ -11, 1, 1, 7, 5, -1.4, -3, 11
33	O=C(NCCCC1CCCC1)C1CCC(=O)N(Cc2ccc(Cl)cc2)C1 (stereo not drawn)
→ 2, 0, 1.3, -6, 2, -0.5, 0, -8
34	Cc1ccccc1C(=O)N1CCN(c2ccc(NC(=O)c3ccc([N+](=O)[O-])o3)cc2)CC1
→ 19, 1, 0.88, -1, -7, 0.8, -11, 39*
35	C/C(CC(=O)NCc1ccco1)=N\NC(=O)C(c1ccccc1)c1ccccc1
→ 14, 2, 1.1, 0, -8, 2.1, -6, 25
36	Cc1cc(C)nc(N(C#N)Cc2ccccc2C)n1
→ -16, 1, 0.93, -2, -9, 1.8, 5, 25
37	C=CC[C@H]1CC(C)=C[C@H](CC=C)N1C(=O)c1cc(COc2ccccc2SC)on1
→ 22, -3, 1.2, 3, -4, 2.1, 10, 0
38	CCOC(=O)c1cnn2c(C(F)(F)F)cc(-c3ccccc3)nc12
→ 14, -4, 1.1, 2, 3, -1.1, -4, -296
39	COc1cc([N+](=O)[O-])ccc1NC(=O)CCCOc1ccc(C)cc1
→ 21, 2, 0.97, -7, -4, 1.1, -9, 22
40	CCN1CCN(c2nc(Nc3ccccc3F)nc(N)c2[N+](=O)[O-])CC1
→ 4, 0, 1.5, 0, -13, 3.1, -5, 31

Remaining list, next part
The line under a structure holds: PfG6PD inh, SENP1 FRET inh, hIAP act, NR3A LBD binder, SENP6 block, MPTP block, ATG4B inh, SENP8 block
41	O=C(O)c1ccccc1CSc1nc2ccccc2o1
→ -19, 1, 1, -2, 85*, -7.2, -4, 15
42	COc1ccc(-c2nn(-c3ccccc3)cc2C(=O)Nc2ccc(C(=O)O)cc2)cc1OC
→ 12, 0, 1, 0, 12, -0.9, 1, 5
43	O=C(/C=C/c1cccc([N+](=O)[O-])c1)NCCSCc1ccc(Cl)cc1Cl
→ 11, 0, 1.1, -23, 4, 67*, 3, 18
44	Cc1nn(-c2ccccc2)c(C)c1C(=O)N1CCN(S(=O)(=O)c2ccccc2)CC1
→ -8, 2, 0.95, -2, -22, 0.3, -7, 12
45	Cc1ccc(C)c(S(=O)(=O)N2CCCCC2CCNC(=O)C(=O)NC2CCCC2)c1 (stereo not drawn)
→ -1, 1, 0.88, 1, -1, 5.2, -5, 3
46	CCCn1c(N)c(N(CCOC)C(=O)/C=C/c2cccc(Cl)c2)c(=O)[nH]c1=O
→ 0, 1, 0.93, 0, -10, 0.3, -7, 13
47	Cc1ccnc(Nc2nc(-c3ccc(F)cc3)cs2)c1
→ 33, -4, 1.1, -3, 63*, 3.7, 20, -2
48	O=C(O)COc1ccccc1C(Nc1ccccn1)c1cc(Cl)c2cccnc2c1O (stereo not drawn)
→ -26, 1, 1.2, -2, 3, 4.5, 15, 7
49	Cc1csc(NC(=O)c2c(O)c3c(n(CC(C)C)c2=O)CCCC3)n1
→ -24, 2, 1.1, 0, -25, -4.3, -2, -37
50	COc1ccccc1C(C)NCC(=O)Nc1c(F)cccc1F (stereo not drawn)
→ -13, 2, 1, -1, -16, 1.2, 11, -5
51	COC(=O)CCCCC1SCC(NC(=O)c2ccccc2)C1OC(C)=O (stereo not drawn)
→ -2, 2, 1, 4, 6, 1.1, -3, 3
52	CCOC(=O)/C=c1\s/c(=C\c2ccc(C(F)(F)F)cc2)c(=O)n1CC(=O)NCc1ccco1
→ -9, 5, 1.1, -2, -12, 3.2, 9, -234
